Screening results: PubChem, several laboratories
GDH-TPI counter = GDH-TPI coupled enzyme inhibition counter-screen. 1.2% of 360,000 active. inhibition, % at 4.8 µM. AID 588335. GDH-TPI coupled enzyme counterscreen, NADH absorbance; in the data active = inhibition above about 30%;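 also: 0% = DMSO wells and 100% = wells lacking the enzyme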
BioA inh = inhibitors of Mycobacterium tuberculosis BioA enzyme; purified M. tuberculosis BioA enzyme, plate reader; inhibition, % at 9.99 µM; 0.096% of 360,000 active; in the data active = inhibition above about 40%; inconclusive = no clear call, values can overlap the other calls
FBA Mtb inh = inhibitors of M. tuberculosis fructose-bisphosphate aldolase. purified M. tuberculosis FBA, fluorescence read-out. inhibition, % at 1 µM. AID 588726. 2.3% of 360,000 active. P9WQA3; in the data active = inhibition above about 27%;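 also: 0% = vehicle and 100% = reference inhibitor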
Target sequence (P9WQA3 whole entry, looked up): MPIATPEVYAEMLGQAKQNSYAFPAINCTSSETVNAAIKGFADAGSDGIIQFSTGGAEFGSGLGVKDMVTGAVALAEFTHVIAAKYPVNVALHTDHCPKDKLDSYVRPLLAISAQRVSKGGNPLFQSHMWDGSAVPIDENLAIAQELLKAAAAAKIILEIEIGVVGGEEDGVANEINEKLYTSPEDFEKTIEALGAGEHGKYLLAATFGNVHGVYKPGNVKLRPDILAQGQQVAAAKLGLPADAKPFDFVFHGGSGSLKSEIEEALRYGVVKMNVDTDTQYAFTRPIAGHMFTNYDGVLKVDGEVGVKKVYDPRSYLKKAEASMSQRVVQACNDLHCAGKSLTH
UGM FP inh = Mtb UDP-galactopyranose mutase inhibition. purified UGM, fluorescence polarization probe displacement. 0.06% of 320,000 active. inhibition, % at 10 µM; in the data active = inhibition above about 10%, passing the limit was not always enough; inconclusive = no clear call, values can overlap the other calls
Target sequence (P9WIQ1 whole entry, looked up): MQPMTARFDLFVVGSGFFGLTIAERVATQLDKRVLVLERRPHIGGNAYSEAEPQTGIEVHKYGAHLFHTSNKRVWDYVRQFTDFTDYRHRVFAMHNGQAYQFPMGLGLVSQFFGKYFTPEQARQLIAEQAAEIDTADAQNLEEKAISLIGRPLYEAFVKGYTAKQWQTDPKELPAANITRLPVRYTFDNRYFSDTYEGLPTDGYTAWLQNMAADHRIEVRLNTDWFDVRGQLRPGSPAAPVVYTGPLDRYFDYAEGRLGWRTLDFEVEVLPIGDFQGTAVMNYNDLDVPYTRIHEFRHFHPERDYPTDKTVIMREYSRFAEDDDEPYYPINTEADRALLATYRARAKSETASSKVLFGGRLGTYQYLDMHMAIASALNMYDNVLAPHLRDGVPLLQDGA
PrPC surface inh = cell surface PrPC inhibition, primary TR-FRET screen; P04156; TR-FRET read-out; AID 720596; inhibition, % at 13.8 µM; 0.43% of 370,000 active; in the data active = inhibition above about 24%; also: 0% = median of the test wells and 100% = reference compound wells
Rv3671c inh = inhibitors of M. tuberculosis serine protease Rv3671c. P9WHR9. inhibition, % at 5.96 µM. 0.048% of 320,000 active. AID 2606; in the data active = inhibition above about 38%;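 also: extracellular domain of Rv3671c used as enzyme; 0% = enzyme with DMSO and 100% = no enzyme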
MazEF act = activators of E. coli MazEF toxin-antitoxin RNase. P0AE70. FAM/BHQ RNA-DNA oligo cleavage fluorescence, 5 h. activation, % at 20 µM. 0.32% of 350,000 active; in the data active = activation above about 50%
Target sequence (P0AE70 whole entry, looked up): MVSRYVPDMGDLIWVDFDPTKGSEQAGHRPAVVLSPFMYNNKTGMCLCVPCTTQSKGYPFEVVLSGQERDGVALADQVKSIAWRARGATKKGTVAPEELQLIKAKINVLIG
BoNT-F LC inh = inhibitors of Botulinum neurotoxin F light chain protease; Multiplex microsphere protease cleavage assay, flow cytometry; inhibition, % at 10 µM; 0.22% of 360,000 active; in the data active = inhibition above about 35%, passing the limit was not always enough; inconclusive = no clear call, values can overlap the other calls; also: plate controls were buffer without enzyme for full effect and enzyme alone for no effect
FadD28 FP inh = blocks FadD28 binding to the bisubstrate probe; fluorescence polarization; inhibition, % at 12.5 µM; 0.22% of 360,000 active; in the data active = inhibition above about 8.5%, passing the limit was not always enough; inconclusive = no clear call, values can overlap the other calls
An asterisk follows results filed as active; ? = inconclusive; / = no result given.

#1 O=C(Nc1ncc(Cc2cc(Cl)ccc2Cl)s1)c1ccc([N+](=O)[O-])cc1
#2 COc1ccccc1-n1c(C)cc(C=O)c1C
#3 COC(=O)C1=C(C)NC(=S)NC1/C=C/c1ccccc1 (stereo not given)
#4 N#Cc1ccc(Cl)cc1NC(=O)COC(=O)c1cccc(S(=O)(=O)N2CCOCC2)c1
#5 COc1ccc(C(=O)N2CCCC2)cc1S(=O)(=O)N1CCC(C)CC1
#6 COc1ccc(C)cc1Nc1n[n+](-c2ccccc2)c(-c2ccc(N(C)C)cc2)s1
#7 Cc1cc2c3c(c1)C(C)CC(C)(C)N3C(=O)C2=C(C#N)C#N (stereo not given)
#8 COc1ccccc1S(=O)Cc1ccc(C(=O)NCc2ccccc2Cl)o1 (stereo not given)
Compound,1,2,3,4,5,6,7,8
FBA Mtb inh,-3.3,-1.1,1.0,3.1,-3.0,-0.7,-5.9,-1.7
UGM FP inh,0.7,-0.3,-0.2,-3.9,-1.9,-1.9,-1.1,4.3
BioA inh,/,1.2,2.1,-0.6,0.6,0.2,-0.4,2.3
FadD28 FP inh,-1.9,-2.5,0.3,-0.3,0.5,0.0,-2.9,-2.5
Rv3671c inh,-14.6,2.0,-2.8,3.5,4.0,4.1,-7.3,13.0
MazEF act,9.9,-2.2,10.6,3.8,-1.0,5.9,15.0,7.2
BoNT-F LC inh,-21.5,-1.6,-0.6,/,-0.6,-15.3,?,-1.6
PrPC surface inh,1.6,6.3,-3.0,-1.8,3.6,3.1,5.9,0.4
GDH-TPI counter,5.2,4.8,-1.2,-2.5,15.4,14.3,-6.9,3.4

#9 C#CC1(NC(=O)NC(C)(C)C)CCCCC1
#10 COc1ccc(N(CC(=O)Nc2ccc(C)cn2)S(=O)(=O)c2c(C)noc2C)cc1
#11 CCOC(=O)N=S(N)(=O)c1ccccc1 (stereo not given)
#12 Cc1ccsc1CN(C(=O)c1ccccc1)C1CCS(=O)(=O)C1 (stereo not given)
#13 COc1ccc(Cl)cc1NC(=O)CCCC(=O)c1ccccc1
#14 Cc1c(NC(=O)Nc2cc(F)c(F)cc2Cl)c(=O)n(-c2ccccc2)n1C
#15 CCOC(=O)N1CCN(C(=O)CSc2ccccc2)CC1
#16 O=C(Cc1ccc(NC(=O)C2CCN(C(=O)CCc3ccccc3)CC2)cc1)Nc1ccc(C(=O)N2CCOCC2)cc1
Compound,9,10,11,12,13,14,15,16
FBA Mtb inh,3.3,0.5,0.8,-1.2,-0.9,0.6,1.7,-1.7
UGM FP inh,-0.5,-1.3,0.4,0.1,-1.8,-0.4,0.3,/
BioA inh,/,/,-4.2,0.4,-1.3,-0.9,0.6,1.0
FadD28 FP inh,-3.0,-0.1,-2.3,-2.4,-2.0,1.1,-0.8,-2.6
Rv3671c inh,0.7,-9.9,1.2,-9.5,0.2,3.9,13.9,/
MazEF act,2.2,-8.0,1.9,0.6,-2.8,-2.9,8.3,9.3
BoNT-F LC inh,-2.1,-6.0,1.5,-1.1,-16.5,/,-4.2,0.8
PrPC surface inh,-2.6,6.8,-3.7,0.3,11.6,-5.1,-1.4,7.6
GDH-TPI counter,2.2,10.9,-5.0,0.0,-3.5,-0.8,-13.3,-4.5

#17 O=C(CCCN1C(=O)c2ccccc2C1=O)OC1CSCC1NC(=O)c1ccccc1 (stereo not given)
#18 CCOC(=O)c1cnc(SC2CC(=O)N(c3ccc(C)cc3)C2=O)nc1N (stereo not given)
#19 COc1ccccc1CNC(=O)c1c(N)n(CCCN2CCOCC2)c2nc3ccccc3nc12
#20 COc1ccc(C(=O)NCCS(=O)(=O)NCc2ccccc2OC)cc1
#21 O=C(O)Cn1cccc1C(=O)c1ccccc1
#22 CCc1cc(C(=O)NCC2CCCO2)sc1C (stereo not given)
#23 CC(C)NS(=O)(=O)c1ccc(NC(=O)C2CC3C=CC2C3)cc1 (stereo not given)
#24 Cc1nc2nc(C)c(NS(=O)(=O)c3ccc(C(C)(C)C)cc3)c(=O)n2[nH]1
Compound,17,18,19,20,21,22,23,24
FBA Mtb inh,-1.1,-0.8,82.2*,0.3,0.1,-2.5,-0.4,1.8
UGM FP inh,0.6,-0.5,/,0.4,-1.1,-3.3,0.7,0.6
BioA inh,0.4,-1.5,-1.4,0.7,-1.2,1.6,-0.5,-0.8
FadD28 FP inh,-0.3,0.8,-3.6,-5.3,-1.5,-1.3,-4.2,0.4
Rv3671c inh,-8.3,-6.1,/,0.0,-1.0,2.5,-8.3,6.4
MazEF act,3.0,2.8,-27.3,2.5,-6.7,4.9,0.9,9.5
BoNT-F LC inh,0.3,-4.8,2.0,/,29.6,-1.1,2.1,-16.5
PrPC surface inh,-2.3,-2.7,-15.5,3.0,/,-1.1,2.5,3.7
GDH-TPI counter,10.1,-7.6,13.7,-1.1,10.1,-1.4,-2.2,-4.4

#25 COC(=O)N/N=C/c1cc(OC)c(O)c([N+](=O)[O-])c1
#26 CC(C)N(Cc1nc2ccccc2c(=O)[nH]1)C(=O)c1ccc(NC(=O)CSc2nnnn2C)cc1
#27 O=C(CNC(=O)c1ccc(Br)o1)Nc1cccc(S(=O)(=O)N2CCOCC2)c1
#28 CCOC(=O)c1nn(-c2ccccc2C)c(=O)cc1OCC(=O)N1CCN(c2ccccc2)CC1
#29 COc1ccc2c(c1)[C@H]1[C@H](CO2)[C@H](c2ccccc2)[C@]2(C)C(=O)Nc3ccc(Cl)cc3C(=O)N12
#30 CCOC(=O)N1CCN(C(=O)COC(=O)CNC(=O)c2ccc(OCC)c(OCC)c2)CC1
#31 CC(NC(=O)CCn1ccc2cc(S(=O)(=O)N3CCCC3)ccc21)c1ccccc1 (stereo not given)
#32 CCNC(=S)N(CCN(CC)CC)Cc1cc2cc3c(cc2[nH]c1=O)OCCO3
Compound,25,26,27,28,29,30,31,32
FBA Mtb inh,-12.1,-0.8,-0.6,-2.0,0.0,-1.0,-1.0,22.0
UGM FP inh,-2.8,0.2,-1.7,/,/,/,-0.5,0.4
BioA inh,/,3.2,-0.1,/,-3.5,-1.2,-0.2,0.9
FadD28 FP inh,2.6,0.7,-1.4,-2.7,-5.8,-3.1,-1.6,-0.8
Rv3671c inh,-1.9,-3.5,0.2,2.5,/,/,10.4,-3.6
MazEF act,6.7,12.2,-0.4,3.7,-8.5,3.6,0.7,5.3
BoNT-F LC inh,-5.7,-7.9,-13.2,-8.8,3.0,12.1,-3.8,/
PrPC surface inh,-18.3,-4.6,-3.2,2.5,12.0,0.0,-2.7,-2.2
GDH-TPI counter,24.4,1.5,-0.7,6.3,-6.5,-5.6,3.0,27.9

#33 COc1ccc(-c2ccc(-c3nnn(CC(=O)N4CCOCC4)n3)cc2)cc1
#34 Cn1c(N)c(C(=O)c2ccc(Oc3ccccc3)cc2)c(=O)n(C)c1=O
#35 CC(=O)c1ccc(N=Nc2c(C)[nH][nH]c2=O)cc1
#36 Cc1ccccc1-c1nnc(SCCOc2ccc3c(C)cc(=O)oc3c2)o1
#37 COc1ccccc1NC(=O)NCC1CC1(Cl)Cl (stereo not given)
#38 Cc1cccc(NC2=C(NCCO)C(=O)c3ccccc3C2=O)c1
#39 O=C(C1CCN(S(=O)(=O)c2ccc(Cl)c(C(F)(F)F)c2)CC1)N1CCC1
#40 Cc1cccc(N2CCN(C(=O)C3CCC(=O)N(Cc4ccccc4F)C3)CC2)c1C (stereo not given)
Compound,33,34,35,36,37,38,39,40
FBA Mtb inh,6.4,-5.2,-13.0,7.0,5.8,-1.4,0.2,2.4
UGM FP inh,-1.7,1.5,0.5,0.6,1.8,3.1,-1.2,-0.9
BioA inh,-0.1,/,6.1,-0.5,0.3,-1.2,0.4,0.3
FadD28 FP inh,-4.2,-3.6,-0.7,-0.8,0.4,0.8,-4.4,-0.7
Rv3671c inh,-2.5,-7.6,3.9,-5.6,-11.7,-85.6,-2.9,-6.2
MazEF act,-14.3,5.7,2.4,3.2,5.7,-17.1,0.8,6.0
BoNT-F LC inh,4.4,3.7,?,4.8,4.9,1.6,0.8,-11.3
PrPC surface inh,1.8,3.2,-12.5,3.0,1.7,-21.7,2.1,0.0
GDH-TPI counter,6.4,10.6,11.5,-10.6,9.2,1.9,-4.8,13.0

By substructure, the compounds so far with an aryl thioether with sulfur outside any ring.
#15 CCOC(=O)N1CCN(C(=O)CSc2ccccc2)CC1
#18 CCOC(=O)c1cnc(SC2CC(=O)N(c3ccc(C)cc3)C2=O)nc1N (stereo not given)
#26 CC(C)N(Cc1nc2ccccc2c(=O)[nH]1)C(=O)c1ccc(NC(=O)CSc2nnnn2C)cc1
#36 Cc1ccccc1-c1nnc(SCCOc2ccc3c(C)cc(=O)oc3c2)o1
Compound,15,18,26,36
FBA Mtb inh,1.7,-0.8,-0.8,7.0
UGM FP inh,0.3,-0.5,0.2,0.6
BioA inh,0.6,-1.5,3.2,-0.5
FadD28 FP inh,-0.8,0.8,0.7,-0.8
Rv3671c inh,13.9,-6.1,-3.5,-5.6
MazEF act,8.3,2.8,12.2,3.2
BoNT-F LC inh,-4.2,-4.8,-7.9,4.8
PrPC surface inh,-1.4,-2.7,-4.6,3.0
GDH-TPI counter,-13.3,-7.6,1.5,-10.6

2 entries drawn at random from those above:
#39 O=C(C1CCN(S(=O)(=O)c2ccc(Cl)c(C(F)(F)F)c2)CC1)N1CCC1
#33 COc1ccc(-c2ccc(-c3nnn(CC(=O)N4CCOCC4)n3)cc2)cc1
Compound,39,33
FBA Mtb inh,0.2,6.4
UGM FP inh,-1.2,-1.7
BioA inh,0.4,-0.1
FadD28 FP inh,-4.4,-4.2
Rv3671c inh,-2.9,-2.5
MazEF act,0.8,-14.3
BoNT-F LC inh,0.8,4.4
PrPC surface inh,2.1,1.8
GDH-TPI counter,-4.8,6.4

Following part
#41 CCC(CO)NC(=O)C1C=C2c3cccc4[nH]cc(c34)CC2N(C)C1 (stereo not given)
#42 CC1CCC(C(C)C)C(OCC(O)C[N+]2(C)CCCCC2)C1 (stereo not given)
#43 CCOc1ccc(-n2nc3c(=S)[nH]nc(C)c3c2C)cc1
#44 COc1ccc(CN2CCOCC2)cc1
#45 COc1ccc(/C=N/NC(=O)c2nc(Cl)c(Cl)c(N)c2Cl)cc1COc1ccccc1F
#46 CCc1ccc([C@@H]2C[C@H]3CN(Cc4ccccc4OC)C(=O)[C@]34CCCN24)cc1
#47 COCCN(CC(=O)Nc1ccccc1C(F)(F)F)C(=O)/C=C/c1ccc2ccccc2n1
#48 CC1Sc2ccc(C(=O)NCc3ccccc3Cl)cc2NC1=O (stereo not given)
#49 Cc1c(C(=O)C(=O)NCc2ccco2)c2ccccc2n1C
Compound,41,42,43,44,45,46,47,48,49
FBA Mtb inh,82.9*,-0.5,-0.1,-2.6,25.3,1.7,-0.4,2.8,-3.0
UGM FP inh,1.6,-0.5,3.9,-0.2,0.8,-0.3,0.2,-2.7,0.8
BioA inh,-2.9,-1.5,/,0.6,-1.6,1.4,-0.2,-1.5,/
FadD28 FP inh,2.1,-0.1,-4.0,1.7,-1.0,-0.9,-1.2,-1.6,-2.4
Rv3671c inh,-1.2,8.1,-2.7,0.9,-13.6,-3.0,6.4,-5.9,-4.1
MazEF act,-5.1,13.3,-6.2,3.6,-7.8,-37.8,-8.0,1.2,-3.6
BoNT-F LC inh,-140.1,-9.0,6.0,1.1,-5.6,33.9,3.2,-11.6,-9.0
PrPC surface inh,-31.7,2.6,91.9*,-3.8,-1.1,-4.4,2.1,-1.3,-0.7
GDH-TPI counter,9.8,4.8,7.3,14.4,19.9,0.9,2.8,4.7,0.0
